Compound activity (PubChem)
tim10-1 inh: tim10-1 yeast growth inhibition; S. cerevisiae tim10-1 ts strain growth, BacTiter-Glo, 24 h; inhibition, % at 20 µM; 330,000 compounds, 2.2% hits; AID 463190;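 active means inhibition of at least 40%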;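 further: mutant grown at 25 °C; 0% = DMSO wells with yeast and 100% = wells holding no yeast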
TIM10 inh: inhibits growth of TIM10 yeast strain. AID 463195. 330,000 compounds, 1.4% hits. inhibition, % at 10 µM. S. cerevisiae TIM10 strain growth, BacTiter-Glo luminescence, 24 h;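 active means inhibition of 40% or more at the single tested concentration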;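 further: wild-type TIM10 isogenic control strain grown at permissive 25 °C; 0% = DMSO yeast wells and 100% = minimal medium wells without yeast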
APJ agonist: agonists of human APJ apelin receptor; P35414; CHO-K1 APJ PathHunter beta-arrestin, luminescence; 0% DMSO wells, 100% apelin; activation, % at 20 µM; 330,000 compounds, 0.11% hits; AID 2520;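 active means activation more than six SD over the plate average, tested at 20 µM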;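 further: 0% = DMSO alone and 100% = apelin-13 at 10 nM; some results filed as inactive read as strong as hits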
Target sequence (P35414 whole entry, looked up): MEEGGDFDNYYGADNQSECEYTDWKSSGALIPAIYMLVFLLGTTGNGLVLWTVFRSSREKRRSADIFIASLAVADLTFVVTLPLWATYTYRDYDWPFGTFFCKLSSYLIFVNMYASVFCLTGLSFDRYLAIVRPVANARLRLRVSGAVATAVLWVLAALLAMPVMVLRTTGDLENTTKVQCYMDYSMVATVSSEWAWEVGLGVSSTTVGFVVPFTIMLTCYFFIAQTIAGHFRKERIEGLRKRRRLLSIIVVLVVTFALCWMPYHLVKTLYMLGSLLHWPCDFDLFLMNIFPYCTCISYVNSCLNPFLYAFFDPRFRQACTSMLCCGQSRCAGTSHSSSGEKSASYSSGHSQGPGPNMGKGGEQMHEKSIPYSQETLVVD
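Incubation: overnight seeding, 90 min compound at 25 °C, 1 h detection; test system: PathHunter CHO-K1 APJ (AGTRL-1) beta-arrestin reporter cells; amount: 1000 cells/well; doses: one dose, 20 µM compound, 1% DMSO; measured by: beta-gal luminescence; measure: agonist-driven arrestin binding to APJ; benchmarks: negative DMSO alone, positive Apelin-13 at 10 nM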
APJ antagonist: antagonists of human APJ apelin receptor; inhibition, % at 20 µM; 330,000 compounds, 0.32% hits; AID 2521; P35414; CHO-K1 APJ beta-arrestin complementation, luminescence;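 active means inhibition above about 40% at 20 µM, limit read from the data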;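 further: cells challenged with 10 nM apelin-13 agonist together with compound; plate controls were apelin-13 plus DMSO wells for no effect and DMSO wells lacking apelin-13 for full effect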
UPR XBP1 act: activators of adaptive arm of unfolded protein response (XBP1); AID 463104; 330,000 compounds, 0.33% hits; activation, % at 20 µM; CHO-XBP1 luciferase reporter, IRE1-XBP1 UPR activation, luminescence; percent of tunicamycin response, DMSO as zero;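 active means versus positive control, 20 µM dose yields 30% or more activation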;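 further: 100% = tunicamycin at 10 µg/mL and 0% = DMSO only wells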
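Signal: luciferase luminescence; Assay system: CHO-XBP1 luciferase reporter cells; Amount: one thousand reporter cells per well; Dosing: 20 µM single concentration, DMSO 1%; Benchmarks: high control tunicamycin 10 µg/mL final, low control DMSO vehicle only; Schedule: 6 h compound exposure at 37 °C, 5% CO2; Evaluation: percent activation relative to tunicamycin reference.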
CXCR6 block: CXCR6 (human) receptor inhibition; O00574; 360,000 compounds, 0.36% hits; inhibition, % at 20 µM; CHO-K1 PathHunter CXCR6 beta-arrestin, luminescence; AID 602244; in the data active means inhibition above about 34%, passing the limit was not always enough;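 further: antagonist mode with CXCL16 agonist at 10 nM final; 0% = 10 nM CXCL16 with DMSO and 100% = unstimulated wells without agonist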
Target sequence (O00574 whole entry, looked up): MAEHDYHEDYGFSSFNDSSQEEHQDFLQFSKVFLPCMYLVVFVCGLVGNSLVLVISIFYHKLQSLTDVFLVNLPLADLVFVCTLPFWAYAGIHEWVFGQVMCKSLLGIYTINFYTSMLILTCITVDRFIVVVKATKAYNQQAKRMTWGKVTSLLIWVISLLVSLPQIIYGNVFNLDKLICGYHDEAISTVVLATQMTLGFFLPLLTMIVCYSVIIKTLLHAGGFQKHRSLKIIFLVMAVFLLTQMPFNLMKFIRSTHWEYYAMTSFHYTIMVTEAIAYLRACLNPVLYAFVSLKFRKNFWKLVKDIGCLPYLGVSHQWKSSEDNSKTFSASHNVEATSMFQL
CHOP UPR activ: activators of apoptotic arm of unfolded protein response (CHOP); CHO-CHOP luciferase reporter, UPR activation, luminescence; percent of tunicamycin response over DMSO baseline; activation, % at 10 µM; 330,000 compounds, 0.34% hits;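 active means at 10 µM dose, activation of 40% or more, normalized to positive control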;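 further: 100% = tunicamycin at 10 µg/mL and 0% = DMSO alone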
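Assay system: CHO cells with stable CHOP pathway luciferase reporter; Buffer or medium: F12 plus 10% serum; Times: 16-18 h cell attachment, then 6 h compound exposure, 37 °C; Signal: luciferase luminescence; Read-out basis: percent activation relative to tunicamycin control; Control set: tunicamycin high control, DMSO low control.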
tim23-1 inh: inhibits growth of tim23-1 mutant yeast. S. cerevisiae tim23-1 growth, BacTiter-Glo luminescence, 24 h. inhibition, % at 20 µM. 330,000 compounds, 1.3% hits. AID 463212;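 active means growth inhibition of the mutant yeast at or above 50%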;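 further: temperature-sensitive mutant grown at 25 °C; plate controls were DMSO-treated mutant yeast for no effect and medium wells lacking yeast for full effect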
Mdm2-MdmX inh: human Mdm2/MdmX binding inhibition | AID 485346 | inhibition, % at 8 µM | O15151+Q00987 | SaOS-2 split-luciferase Mdm2/MdmX complementation, luminescence | 330,000 compounds, 3% hits;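 active means inhibition of at least 50% at 8 µM in the primary screen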
Active calls of the source: *; · = not tested or not shown; & = joins results of further samples. Some of the compounds tested; the hit share may differ from the screen's.

SMILES	tim10-1 inh	TIM10 inh	APJ agonist	APJ antagonist	UPR XBP1 act	CXCR6 block	CHOP UPR activ	tim23-1 inh	Mdm2-MdmX inh
COc1cc(NC(=O)CCC(=O)Nc2ccc3nc(N4CCOCC4)cc(C)c3c2)cc(OC)c1OC	-11	-2	1	8	2	1	1.9	1	5
Cn1c(=O)[nH]c(=O)c2c1[nH]c(=S)n2Cc1ccccc1	-8	13	-6	6	-6	4	-0.3	14	9
COc1ccc(CC(=O)NCC2CCCN(Cc3ccc(F)cc3F)C2)cc1 (stereo not given)	5	-17	-3	-2	-3	-7	-0.7	1	24
CN(Cc1ccccc1)C(=O)c1ccc(NC(=O)C2CCCN(C(=O)OC(C)(C)C)C2)cc1 (stereo not given)	12	6	1	6	-2	-5	1.8	22	2
O=C(C[C@@H]1C/C=C\C[C@H](Cc2ccc(F)cc2)C(=O)OCCNC1=O)NCCO	8	0	1	9	-1	5	0.3	10	5
O=C1NN(c2ccc(Cl)c(Cl)c2)C(=O)/C1=C/c1cccc(OC(=O)c2cccs2)c1	17	-41	-5	-3	7	·	8.5	45	14
O=C(CSc1nc2cc(S(=O)(=O)N3CCOCC3)ccc2o1)Nc1c(F)cccc1F	27	2	-1	21	3	-3	-1.0	8	-1
COc1ccc(C)cc1NC(=O)C1CCN(S(=O)(=O)c2c(C)noc2C)CC1	-9	-8	1	12	-3	-18	-1.5	0	1
CC(C)(CO)CNC(=O)CCc1nnc(CCCc2ccccc2)o1	18	-1	-5	-10	-1	-3	-0.8	6	-9
O=C(Nc1cccc(S(=O)(=O)N2CCCCC2)c1)C1CC(=O)N(Cc2ccco2)C1 (stereo not given)	9	-10	-6	2	0	6	-2.5	2	-2
C=CCn1c(C)c(C(C)=O)c(N2CCN(C(c3ccccc3)c3ccccc3)CC2)nc1=S	16	21	-2	20	-6	13	0.4	30	7
Cn1c2ccc(F)cc2c2ncn(CC3CCCO3)c(=O)c21 (stereo not given)	-10	6	3	-7	3	3	7.4	17	-24
Cc1cccc(-n2c(N)cc(=O)nc2SCC(=O)NC2CCCCC2)c1	14	1	-1	-12	-2	-4	-0.6	11	7
CCOC(=O)c1ccccc1NC(=O)COC(=O)Cc1ccccc1F	26	11	-7	15	1	6	-0.6	34	31
O=C(CSc1ccccn1)N1CCN(S(=O)(=O)c2ccc(Cl)cc2)CC1	26	6	0	14	3	1	-1.6	32	-9
CCC(C(=O)OC)n1cnc2c(nnn2-c2ccccc2)c1=O (stereo not given)	3	12	-8	18	0	-4	1.2	8	26
NC(=O)NC(=O)CC1S/C(=N/N=C/c2ccccc2)NC1=O (stereo not given)	-1	-27	-2	19	2	1	-0.3	-22	19
CCOc1ccc(Nc2cc(C)nc3nc(C)nn23)cc1	10	-2	2	9	-1	-6	0.4	17	-14
COc1ccc(OCCCC(=O)N(CCC2=CCCCC2)c2c(N)n(Cc3ccccc3)c(=O)[nH]c2=O)cc1	-1	0	-3	15	-3	12	1.4	-1	26
CCO[C@H]1OC(C(=O)NCc2ccccc2)=C[C@@H](C)[C@@H]1CCCO	-4	-6	1	-50	-2	6	1.3	0	-8
O=C(CNC(=O)c1cccc(Cl)c1)Nc1ccc(F)c(F)c1F	-21	-17	-1	-26	-4	4	-1.7	-5	-3
CCO[C@@H]1OC(C(=O)O)=C[C@H](C2CCCCC2)[C@H]1CCCO	-20	5	-2	-24	-1	-3	-1.3	-3	10
CCOc1ccccc1NC(=O)c1csc(C)c1C	18	6	-8	8	0	-5	-0.4	22	19
Cn1nnnc1SCC(=O)Nc1nn(-c2ccccc2)nc1C(N)=O	-3	-5	-6	-11	-1	-3	-0.6	8	9
Cc1nn(C)c(C)c1CCC(=O)N1CCCC(C(=O)c2cccc(OC(C)C)c2)C1 (stereo not given)	11	7	-2	-7	-2	4	1.7	2	18

(cont.)
SMILES	tim10-1 inh	TIM10 inh	APJ agonist	APJ antagonist	UPR XBP1 act	CXCR6 block	CHOP UPR activ	tim23-1 inh	Mdm2-MdmX inh
S=c1nccc(-c2cc(Cl)sc2Cl)[nH]1	0	6	3	16	-4	-6	1.7	21	-15
Cc1cc(C)c(C)c(S(=O)(=O)N2CCN(c3ncnc4sc(C)c(C)c34)CC2)c1C	15	15	3	1	-3	1	1.4	20	17
COc1ccc(C(NC(=O)c2cccnc2)c2cc(Cl)c3cccnc3c2O)cc1OC (stereo not given)	14	17	-4	-15	2	15	-2.7	1	75*
Cn1cccc1/C=N/NC(=O)c1cc2ccccc2cc1O	-6	7	-2	-11	5	9	6.7	-5	10
O=C(O)C(=O)Nc1nc(-c2ccc3c(c2)OCCO3)cs1	12	4	0	20	-3	4	5.1	13	-18
CNS(=O)(=O)c1ccc(N2CCCC2)c([N+](=O)[O-])c1	-11	-3	-7	-8	-3	10	-2.0	-1	20
COC(=O)CCCC1=CC2=C(c3ccccc3)C(=O)C(C)(OC(=O)C3CCCC3)C(=O)C2=CN1C1CCCCC1 (stereo not given)	2	-3	13	-22	1	0	-1.0	-5	-20
CCN(C(=O)CSc1nc2ccccc2c(=O)n1CCOC)C1CCS(=O)(=O)C1 (stereo not given)	4	3	-3	17	-3	-2	0.7	6	11
Cc1cc(NC(=O)CCC(=O)N(c2ccccc2)C(C(=O)NC2CCCC2)c2ccncc2)no1 (stereo not given)	10	0	-4	8	-2	3	1.3	4	-1
O=C(N/N=C/c1c(Cl)cccc1Cl)c1ccc(-n2cnnn2)cc1	4	0	-3	7	4	1	3.8	17	30
COc1ccc(OC)c(NC(=O)C2CCN(S(=O)(=O)c3c(C)noc3C)CC2)c1	15	10	3	8	-2	9	0.6	9	-9
C=C(C)COc1ccc(-c2ncncc2-c2ccc(Cl)cc2)c(O)c1	34	10	-3	11	-3	8	1.3	39	1
CCOCC(=O)Nc1cc(C(=O)Nc2ccc(F)cc2)ccc1Cl	-10	3	-4	1	-2	·	3.8	-1	17
O=C1CC(Sc2ncccn2)C(=O)N1c1ccccc1C(F)(F)F (stereo not given)	26	5	-2	-5	-2	-3	1.8	33	-21
Cc1cccn2c(=O)c3cc(C(=O)N4c5ccccc5CC4C)n(C)c3nc12 (stereo not given)	10	16	11	-29	11	-4	3.5	7	22
COc1cc2nc(CC(C)C)n(NC(=O)c3ccccc3Br)c(=O)c2cc1OC	10	11	-2	12	-2	-2	1.5	23	7
N#CCc1ccc(Oc2ncccn2)cc1	12	-3	-3	8	2	2	0.5	1	-2
Cc1ccc(C)c(OCCC(=O)OCC(=O)NC2CCS(=O)(=O)C2)c1 (stereo not given)	2	-9	-5	14	1	2	-0.9	16	18
Cc1c(OCc2ccc(C(=O)O)cc2)ccc2c(-c3ccccc3)cc(=O)oc12	-20	6	0	-4	1	12	2.9	13	19
O=C(CSCCO)Nc1cccc2ccccc12	13	7	-3	6	0	4	-0.7	-5	19
O=C(Nc1ccon1)c1ccc(Br)o1	0	-19	-1	-6	0	-8	-0.9	-4	16
COc1cccc(CN(C(=O)/C=C/c2ccco2)C2CCS(=O)(=O)C2)c1 (stereo not given)	4	11	-7	-23	-2	0	-0.4	4	14
Cc1nccn1CC1CCc2c(c3ccccc3n2C)C1=O (stereo not given)	9&14	-4&-8	-4&-4	21&-1	-5&-6	4&7	1.0&-0.6	8&-23	13&0
COc1ccc(-n2c(NCCN(C)C)nc3sc4c(c3c2=O)CCCCC4)cc1	21	8	-4	26	2	-7	1.8	6	39
CCC(C)(C)n1nnnc1C(c1ccc2ncccc2c1)N1CCN(c2ccc(O)cc2)CC1 (stereo not given)	4	12	3	-31	0	-18	-1.2	17	10

Further compounds.
SMILES	tim10-1 inh	TIM10 inh	APJ agonist	APJ antagonist	UPR XBP1 act	CXCR6 block	CHOP UPR activ	tim23-1 inh	Mdm2-MdmX inh
COCCNC(=O)c1cc2c(-c3ccccc3F)nn(C)c2s1	8	4	-1	18	2	-5	-1.7	14	15
COc1ccc(OCC(O)Cn2ccnc2C)cc1 (stereo not given)	-3	-9	1	5	0	-7	-0.4	7	-12
C=CCNC(=O)COc1ccc(N(C)S(=O)(=O)c2ccc(NC(C)=O)cc2)cc1	9	-7	-1	4	-1	2	1.3	9	5
CCOc1ccc(C2CC(=O)NC(SC)=C2C#N)cc1 (stereo not given)	-4	-9	-1	-36	0	-9	-0.4	16	-8
CS(=O)(=O)N1CCN(c2ccc(NC(=S)NC(=O)c3ccc4c(c3)OCO4)cc2)CC1	4	-5	-2	-19	-2	7	1.9	3	19
CCn1ccnc1CN1CCC(n2nccc2NC(=O)CCc2ccccc2)CC1	-21	-6	-1	-39	-1	2	-0.1	-14	16
Cc1c(N2C(=O)CSC2c2ccco2)c(=O)n(-c2ccccc2)n1C (stereo not given)	0	7	4	-15	-1	2	0.3	19	-14
COc1cc(CCNc2ccc3nnc(-c4ccccc4)n3n2)cc(OC)c1OC	-5	14	-1	1	7	10	4.3	15	33
CC(C)c1ccc(/C=N/NC(=O)CC(=O)NC2CCCCC2)cc1	3	21	-3	6	0	8	1.4	2	-2
COc1ccc(-c2sc3ccc(OC)cc3c2-c2ccc(OC)nc2)cc1	8	-4	-2	10	-4	5	-0.4	8	4
CCCCN1C2=NCCCN2c2cc(C)c(C)cc21	18	10	0	27	2	-9	-0.8	26	-1
Cn1nc(CC(=O)N2CCN(c3ccccc3)CC2)c2ccccc2c1=O	8	4	-8	4	1	-2	1.5	7	16
c1ccc(Cn2ccc(-c3cnc(-c4ccccc4)s3)n2)cc1	19	14	-7	12	-5	-2	5.7	48	-132
COc1ccc(OC)c(CNC(=O)CCCc2cn(C)c3ccccc23)c1	4	-8	-3	-62	-2	1	2.1	27	4
Cc1ccc(/C=c2/sc3nnc(-c4ccccc4Cl)n3c2=O)o1	45*	33	-3	1	5	6	5.2	42	8
O=C(CCCc1ccccc1)Nc1cccc([N+](=O)[O-])c1	24	14	-3	13	2	-6	9.2	29	-44
O=C(Oc1cccnc1)c1cc(S(=O)(=O)N2CCCCC2)ccc1Cl	30	23	-1	-1	3	5	8.6	18	0
O=C(Nc1ccc(F)cc1)C1CCN(c2ncnc3c2nc2n3CCCCC2)CC1	39	27	-1	9	-4	2	-1.5	23	17
CNC(=S)n1cnc(N)n1	-10	-5	-4	16	-4	1	0.0	3	12

2 entries from above, as labelled records.
CC(C)c1ccc(/C=N/NC(=O)CC(=O)NC2CCCCC2)cc1
  tim10-1 inh = 3	TIM10 inh = 21	APJ agonist = -3	APJ antagonist = 6	UPR XBP1 act = 0	CXCR6 block = 8	CHOP UPR activ = 1.4	tim23-1 inh = 2	Mdm2-MdmX inh = -2
Cc1ccc(/C=c2/sc3nnc(-c4ccccc4Cl)n3c2=O)o1
  tim10-1 inh = 45*	TIM10 inh = 33	APJ agonist = -3	APJ antagonist = 1	UPR XBP1 act = 5	CXCR6 block = 6	CHOP UPR activ = 5.2	tim23-1 inh = 42	Mdm2-MdmX inh = 8
